Screening data as filed in PubChem BioAssay.
697 NFkB inh: lowers PMA/ionomycin-induced NF-kB signal in 697 B cells; 0.33% of 330,000 active; inhibition, % at 4 µM; AID 435022; 697 B-cell NF-kB luciferase reporter, 16 h; in the data active = inhibition above about 35%
Jurkat NFkB inh: inhibitors of the PMA/ionomycin-induced NF-kB reporter in Jurkat cells; inhibition, % at 4 µM; PMA/ionomycin-induced NF-kB luciferase reporter, luminescence; AID 435003; 0.53% of 330,000 active; in the data active = inhibition above about 50%
CCR6 antag: antagonists of human CCR6 receptor | P51684 | inhibition, % at 20 µM | AID 493098 | 0.49% of 340,000 active | CHO-K1 CCR6 PathHunter beta-arrestin, luminescence, CCL20-stimulated;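 active = compounds whose inhibition of the agonist-driven luminescence signal at 20 µM reaches about 50%, limit read from the data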;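 also: cells stimulated with CCL20 at 14 nM final; plate controls were DMSO with CCL20 for no effect and DMSO without agonist for full effect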
Gli-Sufu antag: Gli-Sufu pathway antagonism. inhibition, % at 5 µM. 0.74% of 340,000 active. AID 588413. Sufu-KO-LIGHT fibroblasts, Gli luciferase reporter luminescence;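 active = inhibition above about 55%, limit read from the data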;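 also: 0% = DMSO-treated cells and 100% = wells with medium but no cells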
UBC13 polyUb: inhibitors of human UBC13 polyubiquitin chain formation; inhibition, % at 20 µM; 0.47% of 330,000 active; AID 485273; P61088; TR-FRET; in the data active = inhibition above about 45%, passing the limit was not always enough
Target sequence (P61088 whole entry, looked up): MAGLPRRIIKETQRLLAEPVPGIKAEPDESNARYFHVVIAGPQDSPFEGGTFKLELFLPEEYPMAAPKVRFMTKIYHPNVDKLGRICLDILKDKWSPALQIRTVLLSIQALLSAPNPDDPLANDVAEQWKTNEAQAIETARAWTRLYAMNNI
EBI2 block: blocks human EBI2 receptor beta-arrestin signaling; P32249; inhibition, % at 5 µM; EBI2 beta-arrestin recruitment, luminescence, 7a,25-OHC stimulated; AID 651636; 0.81% of 360,000 active; in the data active = inhibition above about 38%;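 also: enzyme fragment complementation signal reports receptor beta-arrestin coupling in cells; 0% = agonist plus DMSO wells and 100% = wells without agonist; some results beyond the cut were filed as inactive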
APJ antag: APJ receptor antagonism. P35414. inhibition, % at 20 µM. AID 2521. CHO-K1 APJ beta-arrestin complementation, luminescence. 0.32% of 330,000 active;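 active = inhibition above about 40% at 20 µM, limit read from the data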;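 also: cells challenged with 10 nM apelin-13 agonist together with compound; plate controls were apelin-13 plus DMSO wells for no effect and DMSO wells lacking apelin-13 for full effect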
Target sequence (P35414 whole entry, looked up): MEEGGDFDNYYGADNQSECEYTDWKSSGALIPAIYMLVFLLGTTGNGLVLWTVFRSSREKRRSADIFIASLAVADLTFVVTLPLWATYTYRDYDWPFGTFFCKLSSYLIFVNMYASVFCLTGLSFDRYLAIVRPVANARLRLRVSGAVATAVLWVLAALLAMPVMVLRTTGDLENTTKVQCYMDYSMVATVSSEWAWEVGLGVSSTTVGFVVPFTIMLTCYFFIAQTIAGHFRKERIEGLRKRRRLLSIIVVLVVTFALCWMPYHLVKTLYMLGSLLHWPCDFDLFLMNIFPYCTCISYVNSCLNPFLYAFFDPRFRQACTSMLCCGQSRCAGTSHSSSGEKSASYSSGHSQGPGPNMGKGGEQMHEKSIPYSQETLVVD
CXCR6 inh: CXCR6 (human) receptor inhibition | O00574 | CHO-K1 PathHunter CXCR6 beta-arrestin, luminescence | inhibition, % at 20 µM | 0.36% of 360,000 active; in the data active = inhibition above about 34%, passing the limit was not always enough;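 also: antagonist mode with CXCL16 agonist at 10 nM final; 0% = 10 nM CXCL16 with DMSO and 100% = unstimulated wells without agonist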
Target sequence (O00574 whole entry, looked up): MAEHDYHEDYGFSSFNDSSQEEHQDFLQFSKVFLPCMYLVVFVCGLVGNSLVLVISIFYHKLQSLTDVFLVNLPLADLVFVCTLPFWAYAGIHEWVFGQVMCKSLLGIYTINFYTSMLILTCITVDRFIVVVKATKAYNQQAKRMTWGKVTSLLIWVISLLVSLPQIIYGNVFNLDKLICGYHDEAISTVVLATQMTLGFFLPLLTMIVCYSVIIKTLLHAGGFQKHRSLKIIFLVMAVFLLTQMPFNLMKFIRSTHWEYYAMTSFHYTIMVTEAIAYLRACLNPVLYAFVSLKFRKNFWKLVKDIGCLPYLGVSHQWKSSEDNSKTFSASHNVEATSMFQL
An asterisk follows results filed as active; . = not tested or not shown.

Every second line gives: 697 NFkB inh	APJ antag	EBI2 block	Gli-Sufu antag	UBC13 polyUb	Jurkat NFkB inh	CCR6 antag	CXCR6 inh
> O=C1CN(C(=O)/C=C/c2ccc(Cl)cc2)c2ccccc2N1
→ 4	-6	25	-11	-9	6	2	2
> N#CC1(NC(=O)COC(=O)Cc2n[nH]c(=O)c3ccccc23)CCCCC1
→ 25	14	15	-6	0	1	0	8
> COc1ccc(NC(=O)CSc2nnc(-c3ccco3)c(-c3ccco3)n2)cc1OC
→ 7	1	0	-12	-20	-2	13	7
> COc1ccc(C)cc1S(=O)(=O)N(CC(=O)Nc1cccc([N+](=O)[O-])c1)c1ccc(C)c(C)c1
→ 16	10	15	5	6	4	25	22
> CCC(C)c1ccc(NC(=O)C/C(C)=N/NC(=O)c2cnccn2)cc1 (stereo unspecified)
→ -17	9	-9	0	-8	2	6	-7
> CSc1ccc(C(=O)NCC(=O)O)cc1[N+](=O)[O-]
→ -6	11	2	-1	-1	0	10	8
> CSc1ccccc1OCc1cc(C(=O)NC(C)Cc2cccc(C)n2)no1 (stereo unspecified)
→ -37	11	7	8	-4	-23	-3	-13
> Cc1c(NC(=O)COC(=O)Cc2ccc(Cl)cc2)c(=O)n(-c2ccccc2)n1C
→ 22	2	-8	-14	3	1	5	-6
> CCCCOC(=O)c1ccc(NC(=O)c2ccc(F)cc2F)cc1
→ -39	4	0	-22	3	-10	12	6
> CC1(c2ccc(Cl)cc2)NC(=O)N(CC(=O)N2CCCC2)C1=O (stereo unspecified)
→ 7	-6	-4	7	3	2	-6	-10

An excerpt from above, reduced to CCR6 antag and UBC13 polyUb.
canonical_smiles	CCR6 antag	UBC13 polyUb
CSc1ccc(C(=O)NCC(=O)O)cc1[N+](=O)[O-]	10	-1
N#CC1(NC(=O)COC(=O)Cc2n[nH]c(=O)c3ccccc23)CCCCC1	0	0

Carrying on.
Every second line gives: 697 NFkB inh	APJ antag	EBI2 block	Gli-Sufu antag	UBC13 polyUb	Jurkat NFkB inh	CCR6 antag	CXCR6 inh
> CCC(c1nnnn1Cc1ccc2c(c1)OCO2)N1CCN(c2ccccc2)CC1 (stereo unspecified)
→ 20	4	5	8	10	4	21	1
> CC(C)c1ccc(CN2CCN(S(=O)(=O)c3ccc(Cl)s3)CC2)cc1
→ -3	-2	-2	11	-3	-4	36	-5
> COc1cc2c(cc1NC(=S)NC(=O)/C=C/c1ccco1)oc1ccccc12
→ -1	13	55*	9	-9	12	10	-3
> COc1ccc(CCNS(=O)(=O)CC23CCC(CC2=O)C3(C)C)cc1OC (stereo unspecified)
→ 1	-15	-5	4	1	-4	-3	16
> O=C(O)CCNS(=O)(=O)c1cccc(Br)c1
→ -13	-6	-17	0	4	4	-3	4
> Cc1cc(=O)[nH]c(SCC(=O)Nc2ccccc2C#N)c1C#N
→ -2	10	6	0	6	1	-23	-4
> Cc1cc(Nc2ccccc2)nn1C(=O)c1ccc([N+](=O)[O-])cc1
→ -2	-21	-7	1	-3	-4	21	-10
> O=C(NCc1ccccc1)c1csc2c1CCCC2
→ -31	0	-5	-8	-16	-29	7	10
> Cc1ccc(S(=O)(=O)Nc2cc(C)cn(Cc3ccccc3)c2=O)cc1
→ 4	5	-3	30	-2	1	27	10
> COc1ccc(CCC(=O)OCC(=O)NC(=O)c2ccc(Cl)cc2)cc1
→ 10	5	-1	-2	-40	-5	-2	3
> Cc1ccc(OCC(=O)N(Cc2ccccc2)C(C)(C)C)c([N+](=O)[O-])n1
→ -10	1	-9	5	0	0	25	6
> Cc1nc2c(C#N)c(C)[nH]n2c(=O)c1Cc1ccccc1
→ 7	10	1	2	2	11	3	1
> COc1cc2cnncc2cc1OC
→ 0	12	-8	-1	-11	1	0	-6
> Cc1c(Cl)cccc1NC(=O)C1COc2ccccc2O1 (stereo unspecified)
→ 14	10	6	-4	3	-4	12	4
> CCn1c(SCC(=O)N2CCC(C)CC2)nc2c1c(=O)n(C)c(=O)n2C
→ -4	-10	-5	5	1	7	8	-4
> Cc1ccc(C(=O)/C=C/N(C)C)cn1
→ 0	5	-4	1	-8	-2	11	2
> COc1cc([N+](=O)[O-])ccc1NC(=O)Nn1cnnc1
→ 5	11	5	2	-7	4	-4	7
> CCOC(=O)N1CCN(CCC(=O)Nc2ccc(C)c(Br)c2)CC1
→ 24	-11	7	-4	5	-7	-2	0
> CCCc1cc(=O)[nH]c(SCC(=O)N2CCN(S(=O)(=O)c3ccc(Cl)cc3)CC2)n1
→ 19	-28	-10	1	2	0	15	-1
> COC(=O)C1=CN(Cc2ccc(OC)c(OC)c2)C=C(C(=O)OC)C1c1cccc(OC)c1OC
→ -4	-15	-5	3	12	-22	7	2
> Cc1onc(-c2ccccc2)c1C(=O)NNC(=O)c1ccccc1Br
→ -11	-7	-4	0	-6	4	6	-6
> CC(=O)NC(CC(=O)OCC(=O)N1c2ccccc2NC(=O)C1(C)C)c1ccccc1 (stereo unspecified)
→ 3	1	1	21	0	1	-13	0
> Clc1ccc2nc(-c3ccccc3)c(CN3CCOCC3)n2c1
→ -9	0	3	5	-3	-16	12	10
> CC(=O)Nc1ccc(S(=O)(=O)NCC2CCC(C(=O)NCCCOC(C)C)CC2)cc1 (stereo unspecified)
→ 10	3	.	5	1	-26	-4	.
> CCOC(=O)/C=c1\s/c(=C\c2ccc(C)cc2)c(=O)n1CC(=O)NCc1ccco1
→ -18	-6	13	11	-15	-6	12	6
> CCNc1ccccc(C(=O)/C=C/c2ccc3c(c2)OCO3)c1=O
→ -73	-17	-4	11	-24	-10	5	-3
> CCOc1cc2[nH]c(=S)n(CCCN3CCOCC3)c(=O)c2cc1OCC
→ -3	1	8	5	-8	0	-1	-1
> c1ccc(-c2ccc3c(n2)CCCO3)cc1
→ -41	-74	-4	-35	12	-30	12	0
> Cc1cccc(C)c1OCCNC(=O)c1ccc2ccccc2n1
→ -13	5	6	2	-2	7	4	2
> CC(=O)Nc1ccc(S(=O)(=O)Nc2nccc(/C=C/c3ccccc3F)n2)cc1
→ 10	2	2	8	-3	4	2	-2
> Cc1c(C(=O)N2CCC(C(N)=O)CC2)oc2ccc(Br)cc12
→ -160	24	11	-103	4	9	-2	9
> CC(=O)c1c(C)[nH]c(C(=O)COC(=O)c2c(C)noc2C)c1C
→ -4	-2	-1	-6	-1	15	9	-3
> O=C(COc1ccc(S(=O)(=O)NC2CCCCC2)cc1)NCc1ccccn1
→ 16	22	-9	-9	4	13	0	-3
> O=C(NCc1nnc2c(C(F)(F)F)cc(Cl)cn12)C1CCCC1
→ 7	10	-1	42	3	17	5	2
> CN(CC1CCCO1)S(=O)(=O)c1ccc(C(=O)N2CCN(c3ccccc3)CC2)cc1 (stereo unspecified)
→ -1	9	-11	2	-9	6	5	-8
> CCO[C@H]1OC(C(=O)N2CCN(C)CC2)=C[C@@H](C2CC2)[C@@H]1CCCO
→ 8	-3	-14	-10	4	3	2	-3
> N#Cc1c(C(F)(F)F)cc(-c2ccccc2Cl)[nH]c1=O
→ 8	5	-10	-1	9	7	-8	-6
> COc1cc(C(=O)NNC(=S)Nc2ccc(S(N)(=O)=O)cc2)cc(OC)c1OC
→ 15	29	8	-21	-5	-1	29	14
> Cc1cc(C)n(CCCC(=O)O)n1
→ -11	-18	-5	-2	2	-20	-8	1
> CCOc1ccc(-n2c(C)cc(/C=N/NC(=O)C(N)=O)c2C)cc1
→ -2	5	4	8	-13	-3	-2	-8
> COc1ccccc1NC(=O)CSc1nnc(-c2ccco2)n1Cc1ccco1
→ 14	-3	4	7	6	6	12	-3
> CC(C)(C)c1[nH]nc2c1C(c1ccsc1)C(C#N)=C(N)O2 (stereo unspecified)
→ 9	7	-5	14	8	-4	9	-5
> COc1ccc(CCN(Cc2cc3cccc(C)c3n3nnnc23)C(=O)c2ccncc2)cc1OC
→ -13	11	.	.	43	-5	.	.
> Nn1c(C2CCC2)nc2ccccc2c1=O
→ -23	-2	-3	-33	-4	3	-4	-2
> COC(=O)c1ccc(C(=O)Nc2cc(Cl)ccc2Cl)cc1NC(=O)c1ccc(N(C)C)cc1
→ 19	10	0	-1	14	-15	-5	12
> COc1cc(/C=C/C(C)=NNc2ccccc2)ccc1O
→ .	.	11	8	.	.	15	-5
> COc1cccc(C(=O)OCC(=O)c2c[nH]c3ccccc23)c1O
→ 11	-2	5	-11	10	-20	-4	-3
> COC(=O)c1ccc(CNC(=O)CNc2cc(C(F)(F)F)ccc2N2CCOCC2)cc1
→ -6	-6	-3	12	-10	-9	4	-14
> CCOC(=O)C1(CCOc2ccccc2)CCN(Cc2cccc3c2OCO3)CC1
→ -6	14	7	43	9	-4	25	-2
> COc1ccc(Cl)cc1NC(=O)c1cnc2n(c1=O)CCS2
→ -13	5	4	4	11	-36	-6	0

Following part
Every second line gives: 697 NFkB inh	APJ antag	EBI2 block	Gli-Sufu antag	UBC13 polyUb	Jurkat NFkB inh	CCR6 antag	CXCR6 inh
> Cc1cccc(C)c1N(CC(=O)NCc1ccccc1)C(=O)c1csnn1
→ -1	9	-9	-22	-8	10	5	-2
> O=C(O)c1ccccc1S(=O)(=O)CC(=O)N1CCCCC1
→ 2	8	-6	10	3	12	2	-1
> CCCn1ccnc1SCC(=O)Nc1c(C)n(C)n(-c2ccccc2)c1=O
→ 5	5	8	-4	11	3	2	3
> COc1ccc(CCC(=O)OCc2csc(CC(=O)Nc3ccccc3C)n2)cc1
→ -20	9	4	0	-3	10	2	5
> Nc1ccccc1C(=O)NCc1ccc(F)cc1
→ 22	0	-7	-1	17	10	6	0
> CCOC(=O)C(=CNc1ccc2c(c1)CCN2C(C)=O)C(=O)OCC
→ 26	-29	-46	-13	-4	22	-25	-9
> N/C(=N\OC(=O)/C=C/c1ccccc1Cl)c1ccncc1
→ -154	-37	2	-82	2	-137	-3	-14
> Nc1nnc(CC(c2ccccc2)c2ccccc2)s1
→ 3	0	1	5	4	-1	10	0
> CNC(=O)[C@@]1(C)C=C[C@@H](Cc2ccccc2)N1C(=O)OC
→ 17	22	1	-15	-2	-1	-11	-7

Molecules above with an aryl methoxy group (15):
Every second line gives: 697 NFkB inh	APJ antag	EBI2 block	Gli-Sufu antag	UBC13 polyUb	Jurkat NFkB inh	CCR6 antag	CXCR6 inh
> COc1ccc(NC(=O)CSc2nnc(-c3ccco3)c(-c3ccco3)n2)cc1OC
→ 7	1	0	-12	-20	-2	13	7
> COc1ccc(C)cc1S(=O)(=O)N(CC(=O)Nc1cccc([N+](=O)[O-])c1)c1ccc(C)c(C)c1
→ 16	10	15	5	6	4	25	22
> COc1cc2c(cc1NC(=S)NC(=O)/C=C/c1ccco1)oc1ccccc12
→ -1	13	55*	9	-9	12	10	-3
> COc1ccc(CCNS(=O)(=O)CC23CCC(CC2=O)C3(C)C)cc1OC (stereo unspecified)
→ 1	-15	-5	4	1	-4	-3	16
> COc1ccc(CCC(=O)OCC(=O)NC(=O)c2ccc(Cl)cc2)cc1
→ 10	5	-1	-2	-40	-5	-2	3
> COc1cc2cnncc2cc1OC
→ 0	12	-8	-1	-11	1	0	-6
> COc1cc([N+](=O)[O-])ccc1NC(=O)Nn1cnnc1
→ 5	11	5	2	-7	4	-4	7
> COC(=O)C1=CN(Cc2ccc(OC)c(OC)c2)C=C(C(=O)OC)C1c1cccc(OC)c1OC
→ -4	-15	-5	3	12	-22	7	2
> COc1cc(C(=O)NNC(=S)Nc2ccc(S(N)(=O)=O)cc2)cc(OC)c1OC
→ 15	29	8	-21	-5	-1	29	14
> COc1ccccc1NC(=O)CSc1nnc(-c2ccco2)n1Cc1ccco1
→ 14	-3	4	7	6	6	12	-3
> COc1ccc(CCN(Cc2cc3cccc(C)c3n3nnnc23)C(=O)c2ccncc2)cc1OC
→ -13	11	.	.	43	-5	.	.
> COc1cc(/C=C/C(C)=NNc2ccccc2)ccc1O
→ .	.	11	8	.	.	15	-5
> COc1cccc(C(=O)OCC(=O)c2c[nH]c3ccccc23)c1O
→ 11	-2	5	-11	10	-20	-4	-3
> COc1ccc(Cl)cc1NC(=O)c1cnc2n(c1=O)CCS2
→ -13	5	4	4	11	-36	-6	0
> COc1ccc(CCC(=O)OCc2csc(CC(=O)Nc3ccccc3C)n2)cc1
→ -20	9	4	0	-3	10	2	5
